HIF-2a block: HIF-2a reporter inhibitors, primary screen, luminescence, 786-0 RCC cells; 786-0 RCC cells HIF-2a reporter, luciferase luminescence, overnight; inhibition, % at 18.8 µM; hit rate 0.72% among 360,000; AID 624352, 2012;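 active = inhibition of the luminescence signal of 40% or more relative to plate controls, in a single-dose primary screen at 18.75 µM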
TRPM1 prom inh: inhibitors of MITF-dependent TRPM1 promoter reporter, primary screen, cell-based, SK-MEL-5, single point, luciferase | hit rate 0.83% among 330,000 | inhibition, % at 12.5 µM | SK-MEL-5 TRPM1 promoter luciferase, 24 h | AID 488899, 2010;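 active = mean inhibition across replicates of 60% or more, whatever share of single replicates reaches that level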; note: values of inactives mirror those of a sister screen read the other way
iPSC survival up: enhancers of single-cell hiPSC survival, primary screen, ATPlite luminescence; hit rate 0.044% among 360,000; survival enhancement, % at 20 µM; 100% = ROCK inhibitor wells, 0% = DMSO; AID 602274, 2012; in the data active = survival enhancement above about 18%;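 note: cells exposed to compounds for 16 hours before the ATP read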
CaV13 FRET inh: Disruptors of the CACNA1D IQ motif to Ca2+-dependent inactivation inhibitor domain association, primary screening, Förster resonance energy transfer in intact living … | HEK cells, CFP/YFP FRET ICDI-IQ, plate reader, 10 min; percent FRET-ratio fall versus neutral wells | inhibition, % at 12.3 µM | hit rate 0.098% among 340,000;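 active = mean replicate inhibition of at least 30% and at least 1% of replicates passing that level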;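 note: 0% = median of the neutral control wells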
aDG glyco up: activators of alpha-DG glycosylation, primary screen, uHTS, Pro5-aDG cells, AlphaScreen; alpha-DG glycosylation AlphaScreen (IIH6); 0% Pro5, 100% B10-LARGE cell signal; activation, % at 10 µM; hit rate 0.22% among 360,000; AID 624168, 2012;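 active = activation of at least 8% versus controls, or a plate z-score of at least 8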;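 note: Pro5 are CHO cells carrying HIG-tagged alpha-DG that lacks glycosylation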
Peg3 promoter: Peg3 promoter-driven luciferase inhibitors, primary screen, cell-based, HeLa, luciferase luminescence; HeLa PEG-Prom luciferase reporter, overnight; inhibition, % at 20 µM; hit rate 1.7% among 360,000;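 active = inhibition of at least 50% at 20 µM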
NR2E3 ag-1: NR2E3 agonists in two-hybrid cells, primary screen, cell-based, luminescence, CHO-S, Gal4-NCOR/VP16-NR2E3; luciferase; Photoreceptor-specific nuclear receptor (Homo sapiens), Q9Y5X4; AID 602229, 2012; hit rate 0.35% among 360,000; inhibition of corepressor binding, % at 3.98 µM;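 active = inhibition above the mean of all tested compounds plus 3 SD, cut at about 70% in these data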;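 note: 0% = DMSO with NR2E3 transfected cells and 100% = cells lacking NR2E3 construct; higher means lower luciferase signal from less NR2E3 corepressor binding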
Target sequence (Q9Y5X4 whole entry, looked up, the tested form may be a part): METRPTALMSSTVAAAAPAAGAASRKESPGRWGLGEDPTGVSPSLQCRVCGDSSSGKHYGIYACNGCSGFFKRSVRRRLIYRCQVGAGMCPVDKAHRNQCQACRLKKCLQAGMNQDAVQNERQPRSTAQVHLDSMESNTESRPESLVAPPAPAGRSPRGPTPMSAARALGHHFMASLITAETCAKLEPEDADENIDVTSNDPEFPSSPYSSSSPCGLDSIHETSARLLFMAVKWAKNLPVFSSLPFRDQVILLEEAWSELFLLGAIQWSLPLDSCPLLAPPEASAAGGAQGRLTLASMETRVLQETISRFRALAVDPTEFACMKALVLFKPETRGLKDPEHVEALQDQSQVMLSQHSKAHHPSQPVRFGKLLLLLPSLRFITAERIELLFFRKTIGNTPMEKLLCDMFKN
NR2E3 ag-2: inhibitors of NR2E3-RetCOR corepressor binding, primary screen, NR2E3 agonist project, biochemical, TR-FRET, GST-NR2E3, biotin-RetCOR; Photoreceptor-specific nuclear receptor (Homo sapiens), Q9Y5X4; 1536-well; inhibition of corepressor binding, % at 4.78 µM; hit rate 0.12% among 320,000; AID 2300, 2010;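 active = percent inhibition above the cutoff of mean plus 3 SD of all tested compounds, set per screening campaign, cut at about 20% in these data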;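 note: 0% = DMSO wells and 100% = biotin wells as full block of FRET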
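Material – GST-tagged NR2E3 plus biotinylated RetCOR corepressor · Quantity – NR2E3 fusion 1.35 nM · Times – 5 h incubation at 4 °C · Medium – pH 7.5 Tris-based buffer · Technique – TR-FRET, Eu(K)-anti-GST donor, streptavidin-D2 acceptor, ex 340, em 617/671 nm · Benchmarks – high control biotin, low control 0.6% DMSO · Format – 1536-well plates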
Exocytosis inh: LAMP-1 surface exposure blockers, TALL-104 cells – cell-based, flow cytometry, MLPCN library, primary screen | inhibition, % at 10 µM | hit rate 0.66% among 360,000 | TALL-104 LAMP-1 surface exposure; cells stimulated with thapsigargin and PMA;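 active = inhibition above about 55%, limit read from the data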
PDI turbidity: inhibitors of human PDI, primary screen, biochemical, turbidity, single point, plate reader | PDI insulin aggregation turbidity, A650, 90 min | hit rate 0.052% among 350,000 | inhibition, % at 10 µM | Protein disulfide-isomerase (Homo sapiens), P07237;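 active = mean inhibition across replicates of 30% or more, whatever share of single replicates reach that level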;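 note: absorbance from insulin aggregation driven by PDI reduction with DTT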
Target sequence (P07237 whole entry, looked up): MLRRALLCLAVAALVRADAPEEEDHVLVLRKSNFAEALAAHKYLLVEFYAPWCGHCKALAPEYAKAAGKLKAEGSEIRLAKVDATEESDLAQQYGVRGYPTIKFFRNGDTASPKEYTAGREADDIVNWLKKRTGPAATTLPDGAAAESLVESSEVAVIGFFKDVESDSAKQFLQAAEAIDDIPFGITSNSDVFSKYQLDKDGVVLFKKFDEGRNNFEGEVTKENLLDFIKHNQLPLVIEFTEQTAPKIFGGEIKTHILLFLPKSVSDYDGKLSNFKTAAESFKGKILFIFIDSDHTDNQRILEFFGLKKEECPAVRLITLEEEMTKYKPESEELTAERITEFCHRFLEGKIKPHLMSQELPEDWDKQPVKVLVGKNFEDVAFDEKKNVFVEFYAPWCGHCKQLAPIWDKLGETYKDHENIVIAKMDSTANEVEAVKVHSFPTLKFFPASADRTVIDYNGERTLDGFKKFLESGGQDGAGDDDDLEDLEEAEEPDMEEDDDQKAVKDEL
Vif imaging: HIV Vif self-association inhibitors, primary screen, imaging, HEK293T, single point; HEK293T cells, Vif self-association by quenched fluorescence, 24 h; inhibition, % at 7.49 µM; hit rate 0.35% among 340,000; in the data active = inhibition above about 50%, passing the limit was not always enough; note: some results filed as inactive read as strong as hits
Starred values were filed as active, the others as inactive; . = not tested or not shown; & = joins results of further samples.

structure,HIF-2a block,TRPM1 prom inh,iPSC survival up,CaV13 FRET inh,aDG glyco up,Peg3 promoter,NR2E3 ag-1,NR2E3 ag-2,Exocytosis inh,PDI turbidity,Vif imaging
COc1ccc(Br)cc1CNC(=O)C1CCCN(S(C)(=O)=O)C1 (configuration not stated),-4,0,2.1,-5,-0.2,16,-7,-1,5,-1,5
O=C(NCc1ccccc1Cl)c1cccc(C(F)(F)F)c1,-4,-7,1.2,-5,-0.1,-5,-13,1,-1,12,-18
O=C1CC[C@@H](C(=O)N2CSC[C@@H]2C(=O)Nc2cccc(C(F)(F)F)c2)N1,-9,.,-1.3,-14,0.0,-4,11,.,-6,-3,.
COc1cccc(C(=O)Nc2nnc(-c3ccccc3)s2)c1OC,-290,-64,-0.7,5,-0.1,-370,-193,2,1,.,-4
CC1CCN(C(=O)COC(=O)[C@H](C)NS(=O)(=O)/C=C/c2ccccc2)CC1,7,-12,3.6,.,0.4,14,5,2,-1,-5,2
CSCC[C@H](NC(=O)C1CCCC1)c1nc2ccccc2[nH]1,19,2,-0.7,3,0.5,1,0,3,-2,2,-11
Cc1ccc(C(C)(C)C)cc1S(=O)(=O)NC(=O)c1ccccc1,-3,-3,-1.6,5,-0.2,-8,-11,3,1,4,5
Cc1c(C(=O)N2CC(C)OC(C)C2)sc2nc(-c3ccc(F)cc3)cn12 (configuration not stated),-8,2,1.1,-5,0.3,-28,-5,-2,-4,1,2
CC1=CC2=NC(=O)/C(=C\c3ccc(OC(=O)c4ccco4)cc3)C(=N)N2O1,2,-14,2.2,-3,0.2,6,-7,2,5,7,-7
COc1ccccc1NC(=O)C(=O)NCC1COc2ccccc2O1 (configuration not stated),-52,5,-0.7,-7,0.0,-23,-62,-1,-6,3,1
CCCCCCC(=O)N(O)C1CC(=O)N(c2ccc(C)cc2)C1=O (configuration not stated),-36,15,2.6,-6,-0.3,28,-46,0,24,-1,2
CC(C)NC(=O)CC(c1ccccc1)c1cc(Br)ccc1O (configuration not stated),7,-10,2.8,-4,0.0,17,-32,1,2,2,-8
CC(C)CCCCCCCCCCCCC(=O)NCC(=O)NC1C(C)OC(Nc2ncnc3nc[nH]c23)C(O)C1O (configuration not stated),79*,69*,-2.3,-4,-0.3,100*,72*,.,-11,8,0
Cc1cc(N2CCN(C(=O)c3ccco3)CC2)n2nc(-c3cccc(Cl)c3)cc2n1,-66,9,1.4,-9,0.0,32,18,3,25,1,-6
COc1ccc(CC(=O)Nc2ccc(S(=O)(=O)Nc3onc(C)c3C)cc2)cc1OC,11,4,1.7,-8,0.0,8,-4,0,2,9,20
NN(Cc1ccccc1)C(=S)Nc1ccc(Cl)c(Cl)c1,-111,-11,0.2,-3,0.8,-3,-23,1,61*,-6,10
COCCCNC(=O)Cn1c(=O)n(CCCCCC(=O)Nc2ccccc2)c(=O)c2sccc21,-27,-6,-2.2,-9,0.1,-11,-5,0,-1,-7,-2
O=C(Nc1cc(C(=O)N2CCCC2)ccc1N1CCCC1)C1CC1,16,11,1.8,-5,0.2,4,-6,-1,0,3,0
CCOC(=O)c1cnn(CCOC(=O)C(C)(C)C)c1NC(=O)C(C)(C)C,17,10,-2.1,-11,0.1,-11,6,4,-3,2,-6
N#C/C(C(=O)N1CCCCC1)=C1/N=C(N)c2ccccc21,-28,2,-0.4,-5,0.0,-28,-24,0,2,-2,-4
COC(=O)COc1ccc(S(=O)(=O)N2CCCCCC2)cc1C,18,-2,-0.5,-3,-0.1,9,-19,1,-5,-4,6
COc1ccccc1-c1ccccc1C1=CC(=O)CC(C)(C)C1=O,-1,.,3.2,-8,0.1,15,-4,.,-2,-4,.
O=C(Nc1ccc(F)cc1)c1ccc(S(=O)(=O)NCc2cccnc2)cc1,-30,-2,1.2,-3,0.1,-21,18,2,4,1,-1
CCOC(=O)c1nn(-c2cccc(Cl)c2)c(C)c1C(C)=O,16,-9,-1.3,-5,-0.1,5,-20,2,-3,-4,27
CCC(C)c1ccccc1NC(=O)COC(=O)c1ccc2[nH]c3c(c2c1)CCCC3 (configuration not stated),-59,2,-1.9,-3,0.4,31,-7,2,61*,-5,-2
CC(=O)NS(=O)(=O)c1ccc(N=NN2CCOCC2)cc1,8,5,1.4,-3,0.0,4,-21,-2,-2,-3,-3
CC1CCCC(=C\c2ccccc2)/C1=N/O (configuration not stated),-6,-7,1.5,-4,-0.2,-5,-23,0,2,5,-2
Nc1ccc2ccccc2c1C(=O)c1ccccc1,11,-11,0.3,-5,0.0,23,-20,.,22,8,25
CC(=O)c1c(C(C)=O)c(C)n(NC(=O)c2ccc(Cl)cc2)c1C,1,1,1.0,-4,-0.1,8,-19,1,-1,0,1
CCOC(=O)CCCn1c(C)nc(=O)c(-c2ccccc2)c1C,14,8,-1.2,-3,-0.4,3,-13,4,0,-3,7
S=C(Nc1ccc2c(c1)OCO2)NC1CCN(Cc2ccccc2)CC1,-5,16,-4.1,-4,0.3,-17,-13,3,4,0,-3
COc1cc(OC)cc(C(=O)NNC(=O)CCCOc2ccccc2)c1,-2,-1,-0.4,-2,0.3,-3,-6,2,-2,3,-2
CC1CN(C(=O)c2ccccc2Oc2ccccc2)CC(C)O1 (configuration not stated),12,-4,0.2,-15,-0.2,11,-13,4,4,-9,1
Cc1n[nH]c(C)c1CCOc1ccc(C(C)C)cc1,-137,-19,4.0,.,0.0,-124,-19,-1,0,2,-7
CCCCSc1nsc(NC(C)=O)n1,-198,-81,5.2,-6,-0.2,-226,-112,2,-2,9,-3
CC(/C=N\NC(=O)c1cccnc1)c1ccccc1 (configuration not stated),-2,-12,2.6,-9,-0.1,-12,15,2,-2,2,-2
Cc1ccc(C)c(NS(=O)(=O)c2c(C)nc3sccn3c2=O)c1,6,13,-2.9,-5,-0.3,8,-16,2,7,12,-10
CC(/C=C/C=C/c1ccccc1)=N/NC(=O)CNc1ccc(C)cc1,-70,-5,0.5,-9,0.2,-39,-27,3,5,6,6
CSCC[C@H](NC(=O)C1CCN(S(=O)(=O)c2ccc(C)cc2)CC1)C(=O)NCc1ccco1,17,-1,-0.5,-8,2.1,4,12,-4,-2,2,6
O=C(/C=C/c1ccc(O)cc1)c1ccc(NC2=C(N3CCCCC3)C(=O)c3ccccc3C2=O)cc1,-62,26,-3.6,-8,4.1,-46,-33,5,-1,6,-2
CCN(c1cccc(C)c1)S(=O)(=O)c1ccc(-c2ccc(=O)[nH]n2)o1,12,3,0.0,-6,-0.2,13,21,8,1,-4,0
CCCS(=O)(=O)NCCc1cc2ccc(C)cc2[nH]c1=O,-64,-14,-1.3,-11,-0.1,-42,-15,1,1,-5,.
Cc1ccc(C)c(-n2c(Cc3cc(=O)[nH]c(=O)[nH]3)nnc2SCC(=O)NCC2CCCO2)c1 (configuration not stated),11,2,-2.3,-6,0.1,3,-21,-1,-1,-3,2
CC(C)(C)C(=O)NCCn1ccc2ccccc21,-7,.,-1.2,-4,0.1,-5,7,2,-6,.,-4
N=c1sccn1CC(=O)Nc1ccccc1Oc1ccccc1,6,-4,-2.6,-5,0.0,2,1,3,0,-6,-10
O=C(O)CCC(=O)Nc1nnc(C(F)(F)F)s1,15,8,-1.1,0,0.0,5,4,-2,0,2,6
Cc1sc2ncnc(OCC(=O)NCc3cccs3)c2c1C,18,5,4.2,0,-0.1,12,12,2,2,-4,-12
C=CCn1c(SCC(=O)NC2(C#N)CCCCC2)nnc1-c1ccncc1,1,-5,-0.5,-5,-0.3,0,-4,5,3,0,0
CN(C)CCC=C1c2ccccc2CCc2ccccc21,-8,-30,-1.3,-5,0.1,36,-15,.,2,-1,3&-5
O=C(OCc1cc(=O)n2ccsc2n1)c1ccccc1NCCO,-43,-23,-2.4,-4,-0.3,-32,-25,.,-2,-4,-2

Next part:
structure,HIF-2a block,TRPM1 prom inh,iPSC survival up,CaV13 FRET inh,aDG glyco up,Peg3 promoter,NR2E3 ag-1,NR2E3 ag-2,Exocytosis inh,PDI turbidity,Vif imaging
Cc1ccccc1NC(=O)CSc1[nH]c(=O)cc(C)c1C#N,-1,-6,3.9,-6,-0.3,6,-4,1,-2,1,-1
COc1cc(-c2cn[nH]c2N)cc(OC)c1OC,-1,4,-0.4,-8,-0.1,8,-3,3,-2,12,14
c1cc2c3c(cccc3c1)NC1(CCC3(CC1)Nc1cccc4cccc(c14)N3)N2,-15,-18,-0.6,-5,-0.8,76*,-28,-2,60*,-5,-7
O=C1c2ccccc2C(=O)C12OC2c1cccc2ccccc12 (configuration not stated),12,19,-1.5,-4,0.2,-4,1,-2,5,-17,10
COc1cccc(CNC(=O)[C@@H]2CCCN2C(=O)[C@@H]2CCCN2C(=O)c2ccccc2)c1,-6,.,2.1,-5,-0.3,.,9,.,-3,.,.
COc1ccc2ccccc2c1/C=N/NC(=O)c1nnn(-c2nonc2N)c1C(C)C,-9,-6,-0.5,-3,-0.3,19,-8,8,17,5,-1
Cc1nnc(SC(C)C(=O)Nc2ccc(S(=O)(=O)NC3CCCCC3)cc2)s1 (configuration not stated),-5,-1,-1.6,-8,0.8,22,16,4,4,0,0
O=C(CSCc1c[nH]c(=O)[nH]c1=O)OCC(=O)c1ccc(Br)cc1,5,9,3.9,-2,0.1,7,-26,0,1,-2,19
Cc1nc(-c2ccc(C(=O)N3CCOCC3)cc2)cs1,-69,-10,-2.8,-6,-0.3,-28,-48,3,1,-3,2
COc1ccc(C(=O)Nc2nnc(C3=COCCO3)o2)cc1,-10,3,1.0,-9,-0.5,-29,-7,0,0,5,2

An excerpt from above in order of molar mass, smallest number first:
structure,HIF-2a block,TRPM1 prom inh,iPSC survival up,CaV13 FRET inh,aDG glyco up,Peg3 promoter,NR2E3 ag-1,NR2E3 ag-2,Exocytosis inh,PDI turbidity,Vif imaging
COC(=O)COc1ccc(S(=O)(=O)N2CCCCCC2)cc1C,18,-2,-0.5,-3,-0.1,9,-19,1,-5,-4,6
COc1ccccc1NC(=O)C(=O)NCC1COc2ccccc2O1 (configuration not stated),-52,5,-0.7,-7,0.0,-23,-62,-1,-6,3,1
Cc1ccc(C)c(-n2c(Cc3cc(=O)[nH]c(=O)[nH]3)nnc2SCC(=O)NCC2CCCO2)c1 (configuration not stated),11,2,-2.3,-6,0.1,3,-21,-1,-1,-3,2

Screens deposited in PubChem BioAssay by several laboratories.

Not a hit list. Share with any hit: about 3.5%.
